S-ASM inh – Inhibitors of Secretory Acid Sphingomyelinase (S-ASM): qHTS. Potency, µM (highest dose often 57.5 µM), for the others: at the highest dose activity change, negative = inhibition, usual class: inhibitors. placental ASM, HMU-PC fluorogenic substrate, 60 min. 340,000 compounds, 0.006% hits; further: potency means the concentration at half of the fitted maximal effect
Target sequence (P17405 47-631 limits assumed): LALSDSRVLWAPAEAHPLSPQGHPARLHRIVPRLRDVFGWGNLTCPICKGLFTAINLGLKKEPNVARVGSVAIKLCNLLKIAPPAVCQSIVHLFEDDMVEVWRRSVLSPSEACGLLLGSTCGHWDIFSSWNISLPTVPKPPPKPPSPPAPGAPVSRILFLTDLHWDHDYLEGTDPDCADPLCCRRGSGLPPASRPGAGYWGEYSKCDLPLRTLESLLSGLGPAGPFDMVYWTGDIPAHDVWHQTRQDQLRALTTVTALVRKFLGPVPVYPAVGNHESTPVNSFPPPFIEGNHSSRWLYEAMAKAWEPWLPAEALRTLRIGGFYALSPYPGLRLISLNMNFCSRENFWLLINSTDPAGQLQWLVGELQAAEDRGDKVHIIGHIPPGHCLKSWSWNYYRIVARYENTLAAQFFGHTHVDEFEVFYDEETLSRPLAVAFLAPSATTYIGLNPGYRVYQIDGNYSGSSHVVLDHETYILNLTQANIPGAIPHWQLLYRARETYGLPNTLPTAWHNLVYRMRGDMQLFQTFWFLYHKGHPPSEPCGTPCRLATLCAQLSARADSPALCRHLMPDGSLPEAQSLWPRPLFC
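Human placenta-derived ASM enzyme was preincubated with compound for 10 minutes at room temperature, then given fluorogenic substrate HMU-PC0 (9 uM final) for 60 minutes at 37 °C; a pH 10 stop preceded fluorescence reading at Ex 386/Em 447 nm.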
PTAP TSG101 blk – qHTS Assay for Iinhibitors of HIV-1 Budding by Blocking the Interaction of PTAP/TSG101; AID 493005, 2010; Fluorescence polarization, FITC-PTAP peptide / Tsg101 binding; Potency, µM (titrated, usually from 115 µM), without a hit: at the top dose activity change, negative = inhibition, most hits filed as inhibitors; 340,000 tested, under 10 active; active means well fitted inhibition curve with a large enough effect in the main read-out, with a control signal flat, not every such curve was filed as active; inconclusive means small, poorly fitted or top-dose-only effect, or effect the other way, or a change in a side signal; inactive means no such curve, though single readings can be large or run the other way; further: potency means the concentration at half of the fitted maximal effect; % of control where 0% means no effect
Target sequence (Q99816 whole entry, looked up): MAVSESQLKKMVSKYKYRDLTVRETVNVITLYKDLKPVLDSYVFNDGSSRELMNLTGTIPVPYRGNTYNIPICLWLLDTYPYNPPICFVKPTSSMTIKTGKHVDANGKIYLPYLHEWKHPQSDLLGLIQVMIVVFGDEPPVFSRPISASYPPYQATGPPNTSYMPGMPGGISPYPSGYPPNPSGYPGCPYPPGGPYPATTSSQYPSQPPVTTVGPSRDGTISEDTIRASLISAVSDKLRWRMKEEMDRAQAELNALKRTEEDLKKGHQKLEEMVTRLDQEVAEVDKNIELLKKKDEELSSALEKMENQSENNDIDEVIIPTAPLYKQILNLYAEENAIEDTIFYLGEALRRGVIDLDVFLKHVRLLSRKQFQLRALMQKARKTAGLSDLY
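Fluorescence anisotropy tracks displacement of a FITC-tagged PTAP peptide (50 nM) from the Tsg101 binding domain (10 uM), following a 20 min room-temperature incubation at pH 7.5.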
ELG1 DNA repair – qHTS screen for small molecules that inhibit ELG1-dependent DNA repair in human embryonic kidney (HEK293T) cells expressing luciferase-tagged ELG1. HEK293T ELG1-luciferase reporter, luminescence, 16 h; DNA damage induced by 5-fluorouridine. Potency, µM (titrated, usually from 46.1 µM), for the others: at the highest dose activity change, negative = inhibition, most hits filed as inhibitors. AID 504467, 2011. 330,000 compounds, 2.3% hits; further: potency means the concentration at half of the fitted maximal effect; on the % scale 0 is the no-effect control and ±100 the full control effect; nearly all actives have a fitted effect of over 55% in size
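Luminescence from the luciferase reporter, measured 30 min after ONE-Glo reagent at room temperature, was the read-out. Beforehand, 2,000 cells per well were exposed for 16 hr at 37 °C to 5-fluorouridine together with compound or vehicle.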
Eya2 phos inh – qHTS Assay for Inhibitors of the Phosphatase Activity of Eya2. Protein phosphatase EYA2 (Homo sapiens), O00167. recombinant Eya2, OMFP fluorescence dephosphorylation (OMFP is methylfluorescein phosphate). Potency, µM (highest dose often 76.9 µM), inactives show at the top dose activity, negative = inhibition, hits mostly inhibitors. 330,000 compounds, 0.006% hits; further: potency means the concentration at half of the fitted maximal effect; on the % scale 0 is the no-effect control and ±100 the full control effect
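Eya2 protein (added as 0.2 uM solution) was preincubated with compound for 10 min at ambient temperature in 50 mM HEPES pH 7.5, 50 mM NaCl, 5 uM MgCl2, 0.05% BSA, 1 mM DTT. OMFP (added at 50 uM) then reacted 10 min; fluorescence read at 485/525 nm.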
AT treatment – qHTS Assay for Identifying a Potential Treatment of Ataxia-Telangiectasia | 320,000 compounds, 0.19% hits | Potency, µM (top dose mostly 57.5 µM), for inactives: top-dose activation, hits mostly activators | […] A-T fibroblasts, KAP-1 phosphorylation AlphaLISA; neocarzinostatin DNA damage 30 min before lysis; further: potency means the concentration at half of the fitted maximal effect; % of control where 0% means no effect; nearly all actives have a fitted effect of over 45% in size
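hTERT-immortalized A-T patient fibroblasts ([…]), 500 cells/well in OPTI-MEM, 1% FBS, got compounds for 60 min, then NCS for 30 min at 37C. Lysates were then assayed for phospho-KAP-1 by AlphaLISA (anti-pKAP1 donor, anti-KAP1 acceptor beads), 6 hr at 25C.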
Integrin act MD – qHTS for Activators of Integrin-Mediated Alleviation for Muscular Dystrophy | alpha7betagal myoblasts, beta-gal FDG fluorescence, 48 h | 350,000 compounds, 0.064% hits | Potency, µM (highest dose often 38.3 µM), for inactives: top-dose activation, actives largely listed as activators;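 further: potency means the concentration at half of the fitted maximal effect; 100% = response of the positive control SU9516; nearly all actives have a fitted effect of over 60% in size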
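Alpha7betagal+/- myoblasts (passage 13) were plated 16-24 hr, then exposed to compounds (1:260 dilution of DMSO stock) for 48 hours at 37C. After MPER lysis, β-galactosidase reporter activity was read as FDG fluorescence (ex 480/em 540) after 30 minutes.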
BCR signal inh – qHTS Assay to Find Inhibitors of Chronic Active B-Cell Receptor Signaling | ABC-DLBCL IkBa-CBG/CBR reporter, luminescence ratio, 4 h | Potency, µM (series often up to 46.1 µM), for inactives: at the top dose ratio change, negative = lower green/red ratio, actives largely listed as inhibitors | 340,000 compounds, 0.05% hits | AID 493014, 2011; active means well fitted inhibition curve with a large enough effect in the signal ratio, with a control signal flat, not every such curve was filed as active; inconclusive means small, poorly fitted or top-dose-only effect, or effect the other way, or a change in a side signal; the % refers to the signal ratio;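 further: potency means the concentration at half of the fitted maximal effect; plate controls were basal doxycycline-induced cells for no effect and cells given 10 µM MG132 for full effect; MG132 reads +100%, hits lower the ratio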
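TMD8 ABC-DLBCL cells carrying doxycycline-inducible green luciferase fused to IkappaBalpha plus unfused red luciferase were exposed to compounds (up to 46 uM) for 4 hrs at 37C. Activity came from the overlap-corrected green/red luminescence ratio.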
Mito fusion yeast – qHTS Assay for Small Molecule Inhibitors of Mitochondrial Division or Activators of Mitochondrial Fusion | Potency, µM (top dose mostly 46.1 µM), for inactives: at the highest dose growth rescue (activation), most hits filed as activators | S. cerevisiae fusion-defective mutant growth rescue, CellTiterGlo 48 h | 320,000 compounds, 0.23% hits | AID 485298, 2010;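 further: potency means the concentration at half of the fitted maximal effect; % of control where 0% means no effect; nearly all actives have a fitted effect of over 45% in size; temperature-sensitive fusion mutants such as fzo1-1 at 37 °C on non-fermentable ethanol glycerol medium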
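Temperature-sensitive fusion-defective S. cerevisiae (e.g. fzo1-1, mgm1-5) were grown with compound in YPEG medium (3% ethanol, 3% glycerol) for 48 hours at 37C. Growth rescue was measured as viability by CellTiterGlo luminescence after 10 minutes at ambient.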
TSHR antagonist – Antagonists of the Thyroid Stimulating Hormone Receptor: HTS campaign. Thyrotropin receptor (Homo sapiens), P16473. TSHR-expressing cells, TSH-stimulated cAMP HTRF, 2 h; hits give low values. activity change, negative = inhibition, % at 11.5 µM. 330,000 compounds, 0.2% hits. AID 504810, 2011;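 active means activity change below a set negative limit, meaning inhibition stronger than a set level, cut at about -70% in these data; inconclusive means activity change between two set negative limits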; further: on the % scale 0 is the no-effect control and ±100 the full control effect
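Antagonism was scored as loss of TSH-driven cAMP in TSHR cells, stimulated with 4nM TSH (EC80) for 2 hours at 37 deg C and detected by homogeneous HTRF competition immunoassay.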
Tb PFK block – qHTS Assay to Find Inhibitors of T. brucei phosphofructokinase | ATP-dependent 6-phosphofructokinase (Trypanosoma brucei brucei), O15648 | T. brucei PFK, ADP-Glo luminescence | Potency, µM (doses to about 57.5 µM), inactives show top-dose activity, negative = inhibition, usual class: inhibitors | 330,000 compounds, 0.17% hits;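 further: potency means the concentration at half of the fitted maximal effect; 0% = uninhibited 1x PFK enzyme wells and -100% = no-enzyme wells; nearly all actives have a fitted effect of over 60% in size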
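1.25 nM PFK with 0.5 mM F6P and 0.1 mM ATP in 0.1 M TEA pH 8.0, 5 mM MgCl2, incubated 45 min at room temperature; ADP measured by ADP-Glo luminescence; compounds titrated up to 57 uM.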
TCR act – Activators of T cell receptors: qHTS campaign; primary human leukocytes, anti-CD3, IL-2 HTRF, 48 h; Potency, µM (top dose mostly 9.22 µM), inactives show at the top dose activation of IL-2 secretion, hits mostly activators; 330,000 tested, under 10 active; AID 504894, 2011; further: % of control where 0% means no effect
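Primary human leukocytes were stimulated with a-CD3 beads plus compounds for 48 hr without co-stimulation; secreted IL-2 was quantified by HTRF using a-IL-2-K (europium cryptate) and a-IL-2-d2, excited at 320nm with acceptor emission read at 665nm.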
* hit, by the source's call; i = inactive; ? = inconclusive; / = no result given; [ ] = remark or other dose. Unless noted, the call rests on the fitted dose curve; in most records, active means well fitted curve in the direction sought with a large enough effect; inconclusive means small, poorly fitted or top-dose-only effect, or another doubt; inactive means no such curve, though single readings can be large; an effect the other way counts as inactive or inconclusive.

nr | structure | S-ASM inh | PTAP TSG101 blk | ELG1 DNA repair | Eya2 phos inh | AT treatment | Integrin act MD | BCR signal inh | Mito fusion yeast | TSHR antagonist | Tb PFK block | TCR act
1 | O=C(Nc1ccccc1C(=O)NCCCn1ccnc1)c1ccccc1 | 5% | -18% | -2% | -1% | / | -5% | ? | 2% | -10 | 1% | -9%
2 | Cc1ccc2c(C)c(C(=O)NCc3ccc(S(N)(=O)=O)cc3)oc2c1 | 8% | 0% | -5% | -2% | 16% | -5% | -11% | -3% | -1 | 5% | -7%
3 | O=C(N1CCc2[nH]c3ccccc3c2C1)C(F)(F)F | 24% | -8% | 0% | -18% | 4% | -11% | 6% | 1% | 1 | 0% | 2%
4 | COc1cc2cc(C(N)=O)c(N)nc2cc1OC | i | 0% | 7% | 5% | 0% | 0% | -18% | 0% | 12 | -2% | -2%
5 | NC(=O)COC(=O)c1ccccc1SCC(=O)NC1CCCCCC1 | -1% | -2% | -17% | -2% | -2% | 27% | ? | 9% | 9 | 0% | 1%
6 | CCC(C)n1cnc2c(c1=O)c1nc3ccccc3nc1n2Cc1ccccc1OC (stereo not given) | 205%[activator] | -1% | ? | -2% | 4% | 11% | 2% | 6% | -11 | 0% | 2%
7 | CCOC(=O)c1cnc2c(-c3ccccc3)cnn2c1C | -15% | 0% | ? | 17% | 8% | ? | ? | 15% | -5 | 5% | -1%
8 | COc1ccc(NC(=O)c2cc3c(Cl)nc4ccccc4c3s2)c(OC)c1 | 4% | 2% | 12% | 0% | 2% | 18% | -4% | 1% | 17 | -3% | 1%
9 | O=c1c([N+](=O)[O-])c(N2CCOCC2)c2ccccc2n1Cc1ccccc1 | -9% | -2% | -5% | -1% | -1% | -34%[inhibitor] | 26% | 12% | -4 | 3% | 5%
10 | COc1cc(/C(C)=N\NC(N)=S)cc(OC)c1OC | -4% | 2% | ? | 5% | 32% | 22% | ? | -6% | -5 | -5% | -5%[46.1 µM]
11 | CCOc1ncccc1C(=O)Nc1cc(S(=O)(=O)N2CCOCC2)ccc1OCC(F)(F)F | -3% | -3% | ? | -9% | -5% | 41% | 1% | / | -10 | 6% | 6%
12 | O=C(NCC1CCCO1)C12CN(Cc3ccccc3)CC1C(c1cccc([N+](=O)[O-])c1)=NO2 (stereo not given) | 2% | -2% | -13% | 1% | -9% | 11% | -17% | ? | 5 | 4% | -4%
13 | O=C(Cc1ccccc1)NC(NNc1ccccc1)(C(F)(F)F)C(F)(F)F | -2% | -6% | 0% | -3% | -1% | 6% | 12% | -7% | 4 | 0% | 1%[46.1 µM]
14 | CCOc1ccc(C2=C(C=Nc3c(C)n(C)n(-c4ccccc4)c3=O)C(c3ccc(F)cc3)c3ccccc3O2)cc1 (stereo not given) | -2% | 1% | -4% | 4% | -8% | 24% | 0% | 4% | 1 | 0% | 3%
15 | O=[N+]([O-])c1cccc(C2NCC(c3ccccc3Cl)c3c2[nH]c2ccccc32)c1 (stereo not given) | -6% | -1% | ? | -3% | -3% | -27% | ? | -5% | -15 | -6% | /
16 | Oc1ccc(-c2csc(Nc3ncccn3)n2)cc1O | 1% | -6% | ? | -2% | -11% | -11% | ? | 1% | -10 | -7% | 3%
17 | Cn1nnnc1SCC(=O)Nc1ccccc1Cl | -2% | -3% | 11% | -2% | 18% | 16% | 0% | 0% | 16 | 2% | 8%
18 | Cc1cccc(C)c1NC(=O)CS(=O)CC(=O)NCC1OCCc2ccccc21 (stereo not given) | 2% | 0% | 4% | 2% | -1% | ? | 5% | 1% | 3 | 1% | -1%
19 | CCN(CC)C(=O)Cn1cc(C(=O)C(=O)NCCc2ccccc2)c2ccccc21 | -1% | -3% | 11% | -18% | -2% | 0% | ? | 7% | 4 | -1% | -2%
20 | Cc1cccc(NCc2nc3ccccc3n2C)c1 | 1% | -4% | ? | -1% | 13% | 16% | 7% | 9% | 29 | -13% | -3%
21 | COc1ccc(CCN2CC(C(=O)NCCN3CCCC3=O)CCC2=O)cc1 (stereo not given) | / | -4% | 5% | 11% | -3% | 21% | 0% | -5% | -24 | 8% | -3%
22 | CCCc1ccc2oc(C(=O)N3CCN(CCC(N)=O)CC3)c(C)c2c1 | 0% | -3% | 3% | -1% | 3% | -22% | -3% | -4% | 3 | 1% | 3%
23 | COc1ccc(CCN(C)c2ccc(S(=O)(=O)N3CCCC3)cn2)cc1OC | 9% | 0% | -10% | -2% | -9% | 7% | 0% | -2% | -9 | -2% | 4%
24 | COc1ccc(-c2nnn(-c3ccc(Cl)cc3Cl)c2N)cc1 | 2% | -1% | -16% | 7% | -2% | 44% | ? | 1% | -6 | 0% | 2%
25 | COc1ccc(NC(=O)COC(=O)[C@@H]2CCCN2C(=O)c2cccs2)cc1 | -2% | -3% | 6% | 2% | 4% | 7% | ? | 3% | 1 | 4% | -2%
26 | COc1ccc(C(=O)N(C)CC2CCN(CCc3cccc(C(F)(F)F)c3)CC2)cc1C | 1% | 1% | 1% | -9% | 3% | -55%[inhibitor] | -1% | -6% | 4 | -3% | -1%
27 | Cc1cccc(C(CC(=O)N2CCCCC2)c2ccccc2)c1O (stereo not given) | 1% | 5% | -1% | -1% | 1% | -4% | 2% | 1% | 4 | 1% | 5%
28 | O=C(Nc1cc(S(=O)(=O)N2CCOCC2)ccc1OCC(F)(F)F)c1ccc(N2CCCC2=O)cc1 | 0% | 0% | -15% | -23% | -3% | -19% | -3% | 1% | 12 | 16% | -11%
29 | CCOc1cc2[nH]c(=O)n(CCCCCC(=O)NC3CCCC3)c(=O)c2cc1OCC | -2% | 2% | 0% | -2% | 2% | 0% | -1% | -1% | 5 | 2% | -1%
30 | Cc1nc2c(C)cccc2c2c1CCS2 | -2% | -3% | 4% | -17% | -12% | 4% | -16% | 1% | 4 | 4% | -6%
31 | COc1ccc(CNS(=O)(=O)c2ccc(-c3cc(C)no3)cc2)cc1 | -2% | -3% | -1% | 0% | 16% | 21% | -2% | 0% | 8 | 0% | -2%
32 | CC(NCc1ccc2c(c1)OCO2)c1ccccc1 (stereo not given) | 11% | 1% | -1% | 8% | 2% | 5% | 6% | -4% | 0 | 1% | -5%
33 | CC(=N/O)/C(=N\O)c1ccc(C)o1 | -1% | -3% | -1% | -5% | 0% | 19% | 0% | -3% | 16 | -3% | -4%
34 | COc1ccc(NC(C)=O)c2nc(C)c(C)nc12 | 1% | -10% | ? | 25% | 9% | 20% | -1% | -2% | 41 | 1% | 1%
35 | COc1ccc(CCNC(=O)[C@@H](NC(=O)c2ccccc2F)C(C)C)cc1OC | 2% | -1% | -10% | 6% | -1% | -16% | 1% | -7% | -1 | -1% | /
36 | O=C(O)C1C2C=CC(O2)C1C(=O)NCCc1cccc(Cl)c1 (stereo not given) | 0% | -2% | 1% | -6% | -1% | 8% | 2% | -2% | 1 | -8% | -4%
